Screening results: PubChem BioAssay, National Center for Advancing Translational Sciences (NCATS)
HCMV antiviral: human cytomegalovirus inhibition. HFF cells, HCMV-luciferase reporter, 72 h; active compounds read low. activity change, negative = inhibition, % at 57.5 µM. hit rate 4.5% among 410,000. AID 1259415; in the data active means activity change below about -60%; inconclusive means no clear call, values can overlap the other calls; inactive means above about -39%
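Compounds were evaluated in HFFs infected with an HCMV luciferase reporter virus (MOI 1 PFU/cell). Luciferase in lysates collected 72 h post infection served as the replication measure.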
AmpC inh detg: inhibitors of E. coli AmpC beta-lactamase with detergent. hit rate 0.041% among 370,000. Potency, µM (highest dose often 114 µM), for inactives: top-dose activity change, negative = inhibition, most hits filed as inhibitors. AmpC hydrolysis of nitrocefin, absorbance 480 nm, 0.01% Triton. AID 485294. P00811;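 further: potency means the concentration at half of the fitted maximal effect; 0% = no-compound wells and -100% = no-enzyme wells; nearly all actives have a fitted effect of over 25% in size; some results filed as inactive show a strong effect at the top dose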
Target sequence (P00811 whole entry, looked up): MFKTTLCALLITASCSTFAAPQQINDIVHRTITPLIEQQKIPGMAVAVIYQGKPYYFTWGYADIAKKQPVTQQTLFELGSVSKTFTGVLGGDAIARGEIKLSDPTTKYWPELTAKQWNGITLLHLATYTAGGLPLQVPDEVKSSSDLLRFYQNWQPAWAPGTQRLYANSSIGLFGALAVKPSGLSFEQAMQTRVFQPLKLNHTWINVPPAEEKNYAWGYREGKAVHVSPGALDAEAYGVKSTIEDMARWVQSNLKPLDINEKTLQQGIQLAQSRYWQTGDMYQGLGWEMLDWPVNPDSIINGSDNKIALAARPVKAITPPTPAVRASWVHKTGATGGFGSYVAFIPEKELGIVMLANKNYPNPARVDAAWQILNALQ
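AmpC (5.3 nM in the dispensed reagent) in 20 mM phosphate pH 7.0 with 0.01% (detergent screen) or 0.0001% Triton X-100 was preincubated with compounds for 15 min at room temperature. Nitrocefin was then added from an 800 uM solution, and hydrolysis was followed at 480 nm.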
Sm TGR block: blocks Schistosoma mansoni thioredoxin glutathione reductase; Q962Y6; purified TGR, DTNB reduction, TNB absorbance 405 nm; Potency, µM (doses to about 114 µM), without a hit: top-dose activity change, negative = inhibition, actives largely listed as inhibitors; hit rate 3% among 360,000; further: potency means the concentration at half of the fitted maximal effect; nearly all actives have a fitted effect of over 60% in size
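TGR 20 nM + NADPH 100 uM (dispensed conc.), cpd preinc 15 min RT; start with NADPH (500 uM addition) then DTNB (15 mM addition). Kinetic TNB absorbance, 405 nm filter. Four-parameter Hill fit across titration.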
AmpC no deterg: inhibitors of E. coli AmpC beta-lactamase without detergent. Potency, µM (titrated, usually from 57.1 µM), for the others: at the highest dose activity change, negative = inhibition, actives largely listed as inhibitors. hit rate 0.52% among 330,000. P00811. AID 485341. AmpC nitrocefin hydrolysis, absorbance 480 nm, 0.0001% Triton;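 further: potency means the concentration at half of the fitted maximal effect; plate controls were no compound for no effect and no enzyme for full effect; nearly all actives have a fitted effect of over 20% in size; some results filed as inactive show a strong effect at the top dose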
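AmpC (5.3 nM in the dispensed reagent) in 20 mM phosphate pH 7.0 with 0.01% (detergent screen) or 0.0001% Triton X-100 was preincubated with compounds for 15 min at room temperature. Nitrocefin was then added from an 800 uM solution, and hydrolysis was followed at 480 nm.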
FBPA Giardia inh: Giardia lamblia aldolase inhibition; hit rate 0.71% among 290,000; A8B2U2; Potency, µM (doses to about 59.6 µM), without a hit: at the highest dose activity, negative = inhibition, most hits filed as inhibitors; purified Giardia FBPA; further: potency means the concentration at half of the fitted maximal effect; nearly all actives have a fitted effect of over 55% in size
Target sequence (A8B2U2 whole entry, looked up): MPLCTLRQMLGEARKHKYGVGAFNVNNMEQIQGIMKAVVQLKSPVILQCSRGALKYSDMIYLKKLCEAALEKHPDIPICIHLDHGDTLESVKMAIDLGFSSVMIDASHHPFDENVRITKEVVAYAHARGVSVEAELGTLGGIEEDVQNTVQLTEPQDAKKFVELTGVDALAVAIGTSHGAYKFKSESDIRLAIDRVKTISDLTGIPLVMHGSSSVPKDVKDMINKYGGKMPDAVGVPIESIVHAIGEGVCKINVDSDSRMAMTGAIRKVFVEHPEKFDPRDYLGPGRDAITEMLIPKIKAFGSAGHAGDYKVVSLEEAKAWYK
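40 nM FBPA preincubated 10 min at RT with compound (up to 57.5 uM final), then substrate plus GAPDH/TPI/NAD/arsenate coupling and diaphorase/resazurin added. Fluorescence read after 20 min at RT, 525/598 nm.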
HCV inh: blocks hepatitis C virus | Potency, µM (top dose mostly 41.8 µM), inactives show top-dose activity change, negative = inhibition, usual class: inhibitors | AID 651820 | Huh7.5.1 HCVcc-Cre infection, luciferase reporter, 44 h | hit rate 3.4% among 340,000; further: potency means the concentration at half of the fitted maximal effect
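Infectious HCVcc-Cre (~0.5 moi) was added to cells just after compound, with cells seeded 4 h earlier at 1,000 per well. Luciferase activity after 44 h culture reported infection; substrate was incubated 15 min at room temperature before reading.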
The depositor's hits bear a star; ? = inconclusive; . = no result given; & = joins results of further samples; [ ] = remark or other dose. Unless noted, the call rests on the fitted dose curve; in most records, active means well fitted curve in the direction sought with a large enough effect; inconclusive means small, poorly fitted or top-dose-only effect, or another doubt; inactive means no such curve, though single readings can be large; an effect the other way counts as inactive or inconclusive. Unless noted, on the % scale 0 is the no-effect control and ±100 the full control effect. No enrichment for hits. Share with any hit: about 9.9%.

SMILES	HCMV antiviral	AmpC inh detg	Sm TGR block	AmpC no deterg	FBPA Giardia inh	HCV inh
COc1ccc(C(=O)Nc2ccc(-n3nncc3-c3ccc(OC)c(OC)c3)cc2)cc1	266	-6%	-7%	.	.	.
CC(C)(C)NC(=O)COC(=O)c1ccc2c(c1)C(=O)N(Cc1ccco1)C2=O	-13	-11%	-20%	-1%	-7%	23%
O=Cc1ccc(OC(=O)/C=C/c2ccccc2)cc1	19	-12%	27%	-12%	11%	7%
COc1ccc(N2CCN(C(=O)[C@@H](NC(=O)c3ccccc3Cl)C(C)C)CC2)cc1	-35	?	-7%	34%	5%	-16%
COc1ccc(/C=C/C(=O)c2ccc(Cl)cc2)c(OC)c1	-4	-8%	6%	24%	-14%	19%
COc1ccccc1C(CCNS(=O)(=O)c1ccc(C)cc1)c1ccco1 (centres undefined)	-4	-11%	-20%	-31%	-9%	?
Cc1ccnc(SCc2cc(=O)c(OC(=O)c3ccc(Cl)c([N+](=O)[O-])c3)co2)n1	?	-9%	?	?	-2%	27%
CC(=O)Nc1ccc(Nc2cc(-c3ccccc3)nc3ncnn23)cc1	86	-5%	4%	-14%	-2%	-6%
NNC(=O)c1nnn(-c2nonc2N)c1CN1CCc2ccccc2C1	-25	2%	6%	58%	0%	-7%
CCN(CC)S(=O)(=O)c1ccc(N2CCOCC2)c(NC(=O)Cc2ccccc2)c1	?	-9%	5%	32%	1%	7%
CCN(CC(=O)Nc1ccccc1C(F)(F)F)C(=O)c1ccc(=O)n(Cc2ccccc2)n1	?	2%	1%	65%	-5%	-13%
Cc1cc(C)cc(C(=O)OCC(=O)NCc2ccco2)c1	-12	.	.	-14%	.	-10%
C=CCNCCCOc1ccc(Cl)cc1C(C)(C)C	?	-1%	.	28%	18µM*	?
COc1ccc(CNC(=O)CNC(=O)c2cccs2)c(OC)c1	-13	-8%	-7%	3%	.	5%
CC(C)Cc1ccc(/C=C/C(=O)NC2CC2)cc1	7	3%	-1%	-21%	6%	15%
Cc1ccccc1NCCNc1ccccc1C	-5	-13%	-18%	-16%	-4%	3%
CCc1ccccc1Nc1nc(N)nc(COC(=O)CCS(=O)(=O)c2ccccc2)n1	10	?	0%	-23%	.	4%
O=C(NCCn1cc(SCc2ccc(F)cc2)c2ccccc21)c1c(F)cccc1F	-21&-14	?	9%&-3%	-27%	?	?
CC(C)CNc1ncnc2c1cnn2Cc1ccc(Cl)cc1	-30	-3%	4%	9%	4%	?
O=C(O)C(O)C(O)c1nc2ccccc2[nH]1 (centres undefined)	-7	1%	-12%	-23%	-24%	8%
CN1CCc2nc(SCc3ccccc3Br)c(C#N)cc2C1	-20	7%	22µM*	32%	-17%	7.9µM*
COc1ncnc2c1NC1=C(S2)C(=NCCC(=O)O)CC(C)(C)C1	-2	1%	-32%	-6%	?	16%
CSc1ccc(/C=C/c2nc3ccccc3n2S(=O)(=O)c2ccc(F)c(C)c2)cc1	-36	-4%	1%	.	.	.
CCc1cccc(C)c1NS(=O)(=O)c1cccs1	-1	-9%	-13%	-22%	-10%	-7%
COc1ccc(CNC(=O)C[C@H]2C[C@H](C(=O)N(C(C)C)C(C)C)[C@@]3(C)c4[nH]c5cc(-c6ccco6)ccc5c4CCN3C2=O)cc1OC	-9	.	.	174%[activator]	.	?
N=c1oc2ccccc2cc1C(=O)N/N=C/c1ccccc1	-2	-10%	-8%	-31%	-1%	20%
CCCCn1cc(S(=O)(=O)c2cc(C)ccc2C)c(=O)c2cc(F)c(F)cc21	-2	7%	-1%	.	.	.
Cc1ccc(C(=O)Nc2ncccc2S(=O)(=O)c2ccccc2)cc1	-2	1%	-9%	-15%	-7%	12%
Nc1ccc(N2CCOCC2)c(S(=O)(=O)Nc2cc(Cl)ccc2Cl)c1	56	?	?	-47%	0%	23%
CCn1c(SCC(=O)Nc2ccc(C)cc2)nnc1-c1ccc(O)cc1	-18	?	-4%	-20%	-16%	-26%
COc1ccc(OC)c(NC(=O)CN(C)S(=O)(=O)c2ccc3nc(C)sc3c2)c1	-29	-8%	5%	63%[activator]	-4%	10%
CC(C)Oc1ccc(C(=O)N2CCC(c3nc4ccccc4o3)CC2)cc1	-13	19%	2%	.	.	.
N#Cc1ccc(NCC(=O)Nc2ccc(S(=O)(=O)N3CCCCC3)cc2)cc1	-6	5%	0%	-23%	.	-15%
O=C(/C=C/c1ccc(Br)cc1)NCCCn1ccnc1	146	?	7%	16%	-7%	1%
COc1ccc(-n2nc(C(=O)NCC(=O)N3CCN(c4ccc(F)cc4)CC3)c3ccccc3c2=O)c(OC)c1	25	-7%	5%	141%[activator]	0%	?
Cc1cc(N2CCN(S(=O)(=O)c3ccccc3)CC2)nc2c(C)cccc12	-6	3%	3%	-7%	-9%	?
O=C(CC1C(=O)NCCN1Cc1c(F)cccc1Cl)NCCCn1ccnc1 (centres undefined)	0	-1%	-3%	-2%	-2%	-1%
COc1ccccc1CNC(=O)CSCc1cnn(-c2ccccc2)c1-n1cccc1	38	?	2%	-24%	0%	?
CCOc1ccc(/C=C/c2nc3ccccc3n2S(=O)(=O)c2cccc(Cl)c2)cc1	-80*	-7%	0%	.	.	.
C=C(C)CNC(=S)N/N=C/C1=CCC2CC1C2(C)C (centres undefined)	27	0%	0%	-16%	-10%	?

Single records, as listed above:
Entry for CCOc1ccc(/C=C/c2nc3ccccc3n2S(=O)(=O)c2cccc(Cl)c2)cc1 : HCMV antiviral = -80*; AmpC inh detg = -7%; Sm TGR block = 0%; AmpC no deterg = .; FBPA Giardia inh = .; HCV inh = .
Entry for COc1ccc(N2CCN(C(=O)[C@@H](NC(=O)c3ccccc3Cl)C(C)C)CC2)cc1 : HCMV antiviral = -35; AmpC inh detg = ?; Sm TGR block = -7%; AmpC no deterg = 34%; FBPA Giardia inh = 5%; HCV inh = -16%
Entry for COc1ccc(/C=C/C(=O)c2ccc(Cl)cc2)c(OC)c1 : HCMV antiviral = -4; AmpC inh detg = -8%; Sm TGR block = 6%; AmpC no deterg = 24%; FBPA Giardia inh = -14%; HCV inh = 19%

(more compounds)
SMILES	HCMV antiviral	AmpC inh detg	Sm TGR block	AmpC no deterg	FBPA Giardia inh	HCV inh
O=C(Nc1ccccc1F)Nc1ccccc1OC(F)F	-2	2%	.	-27%	-9%	2%
CC(=O)NNC(=O)c1cc2sccc2s1	48	2%	9%	-15%	7%	32%[activator]
O=C(CC(c1ccccc1)c1ccccc1O)NCCc1ccccc1 (centres undefined)	-3	-22%	0%	-26%	3%	2%
O=C(Nc1ccc(S(=O)(=O)NCC2CCCO2)cc1)c1cccc(F)c1 (centres undefined)	-21	-19%	-5%	21%	1%	?
COc1ccc2ccc(=O)oc2c1CC(=O)C(C)C	1	.	.	-10%	.	4.5µM*
CCOC(=O)c1sc(Nc2ccccc2)nc1C	43	3%	4%	-13%	1%	-12%
CCc1ccc(NC(=O)CSc2nnnn2-c2cccnc2)cc1	-29	-1%	-3%	-9%	9%	.
CCN=c1scc(C)n1/N=C/c1cc(Br)c(O)c(Br)c1	?	-14%	?	-27%[11.4 µM]	-25%	-17%
CC(C)(C)OC(=O)NCC12C=CC(O1)C1C(=O)N(Cc3ccccc3)C(=O)C12 (centres undefined)	-25	1%	8.9µM*	2%	3%	22%
CCN(Cc1ccncc1)Cc1nc(-c2ccc(C(=O)OC)cc2)no1	-24	0%	-2%	-24%	3%	0%

Some of the entries so far, field by field:
mol: CSc1ccc(/C=C/c2nc3ccccc3n2S(=O)(=O)c2ccc(F)c(C)c2)cc1
- HCMV antiviral = -36
- AmpC inh detg = -4%
- Sm TGR block = 1%
- AmpC no deterg = .
- FBPA Giardia inh = .
- HCV inh = .
mol: CCc1cccc(C)c1NS(=O)(=O)c1cccs1
- HCMV antiviral = -1
- AmpC inh detg = -9%
- Sm TGR block = -13%
- AmpC no deterg = -22%
- FBPA Giardia inh = -10%
- HCV inh = -7%

Single values from the list:
COc1ccc2ccc(=O)oc2c1CC(=O)C(C)C @ HCV inh = 4.5µM*
CCOC(=O)c1sc(Nc2ccccc2)nc1C @ AmpC no deterg = -13%
CCc1ccc(NC(=O)CSc2nnnn2-c2cccnc2)cc1 @ HCMV antiviral = -29
CCN=c1scc(C)n1/N=C/c1cc(Br)c(O)c(Br)c1 @ AmpC no deterg = -27%[11.4 µM]
O=C(CC(c1ccccc1)c1ccccc1O)NCCc1ccccc1 (centres undefined) @ AmpC inh detg = -22%

(listing goes on)
SMILES	HCMV antiviral	AmpC inh detg	Sm TGR block	AmpC no deterg	FBPA Giardia inh	HCV inh
Cc1ccc(N2CC(NC(=O)c3ccc(S(=O)(=O)N4CCOCC4)cc3)CC2=O)cc1 (centres undefined)	33	0%	7%	.	.	.
Cc1cccc(OCCCC(=O)Nc2ccccc2C(F)(F)F)c1	-6	-1%	8%	7%	0%	13%
C[C@@H]1CN(Cc2nc(-c3cccs3)no2)C[C@H](C)O1	0	-6%	1%[57.1 µM]	-7%	6%	-1%
CCc1noc(C)c1C(=O)Nc1cccc2ncccc12	8	6%	4%	-12%	.	20%
CC(=O)N1CCCc2cc(S(=O)(=O)N(CC(C)C)CC(C)C)ccc21	?	?	0%	104%[activator]	10%	6%
Cc1ccc(C(=O)N/C(=C\c2cccs2)C(=O)NCCCn2ccnc2)cc1C	-1	-3%	-1%	-13%	4%	5%
Cc1cc(C)cc(OCCNC(=O)C(C)N2C(=O)c3ccccc3C2=O)c1 (centres undefined)	8	-13%	5%	-4%	-17%	2%
CCN(CC(=O)Nc1ccc(C(C)=O)cc1)CC(=O)Nc1ccccc1C(F)(F)F	34	5%	32µM*	17%	-3%	13%
Cc1noc(C)c1S(=O)(=O)N1CCC(C(=O)N2CCN(c3ccccc3Cl)CC2)CC1	-2	-8%	3%	102%[activator]	-8%	-9%&-26%
O=S(=O)(Cc1noc(-c2ccc(Cl)cc2)n1)Cc1ccco1	45	3%	50µM*	38%	-1%	13%
O=C(CNC(=O)N1CC(=O)Nc2ccccc21)Nc1ccccc1	-1	2%	1%	-11%	.	14%
COc1ccc(-c2cc(C)nc(SCc3cccc(C(=O)O)c3)n2)cc1	12	-4%	-16%	-42%	17%	-17%
